Screening data: PubChem BioAssay, several laboratories
OPRM1-OPRD1 inv = inverse agonists of human mu-delta opioid receptor heterodimerization; P35372+P41143; cell-based MOR-DOR heterodimer luminescence, inverse agonism; inhibition, % at 9.3 µM; 0.21% of 340,000 active; AID 504357; in the data active = inhibition above about 22%, passing the limit was not always enough;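 also: 0% = cells with DMSO and 100% = wells without cells with DMSO; values of inactives mirror those of a sister screen read the other way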
HTR5A ag ctr = HTR5A agonism, opioid heterodimer counter-screen; P47898; HTR5A agonist assay, luminescence, cell-based; activation, % at 9.3 µM; 0.61% of 340,000 active; in the data active = activation mostly above about 9.5%, no sharp cut-off; inactive = mostly below about 7.6%;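 also: 0% = cells with vehicle only and 100% = reference agonist; strong numbers were not always called active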
DSG3 Ab inh = inhibitors of pemphigus antibody binding to human desmoglein-3 | P32926 | 0.48% of 310,000 active | DSG3-coupled beads, scFv-anti-DSG3-GFP binding, flow cytometry; stronger effect = lower value | binding (percent of control), % at 10 µM;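 active = binding more than 3 SD below its plate's average and above zero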;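 also: hits lower antibody fragment binding to DSG3; some compounds called inactive have numbers as strong as hits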
Target sequence (P32926 whole entry, looked up, the tested form may be a part): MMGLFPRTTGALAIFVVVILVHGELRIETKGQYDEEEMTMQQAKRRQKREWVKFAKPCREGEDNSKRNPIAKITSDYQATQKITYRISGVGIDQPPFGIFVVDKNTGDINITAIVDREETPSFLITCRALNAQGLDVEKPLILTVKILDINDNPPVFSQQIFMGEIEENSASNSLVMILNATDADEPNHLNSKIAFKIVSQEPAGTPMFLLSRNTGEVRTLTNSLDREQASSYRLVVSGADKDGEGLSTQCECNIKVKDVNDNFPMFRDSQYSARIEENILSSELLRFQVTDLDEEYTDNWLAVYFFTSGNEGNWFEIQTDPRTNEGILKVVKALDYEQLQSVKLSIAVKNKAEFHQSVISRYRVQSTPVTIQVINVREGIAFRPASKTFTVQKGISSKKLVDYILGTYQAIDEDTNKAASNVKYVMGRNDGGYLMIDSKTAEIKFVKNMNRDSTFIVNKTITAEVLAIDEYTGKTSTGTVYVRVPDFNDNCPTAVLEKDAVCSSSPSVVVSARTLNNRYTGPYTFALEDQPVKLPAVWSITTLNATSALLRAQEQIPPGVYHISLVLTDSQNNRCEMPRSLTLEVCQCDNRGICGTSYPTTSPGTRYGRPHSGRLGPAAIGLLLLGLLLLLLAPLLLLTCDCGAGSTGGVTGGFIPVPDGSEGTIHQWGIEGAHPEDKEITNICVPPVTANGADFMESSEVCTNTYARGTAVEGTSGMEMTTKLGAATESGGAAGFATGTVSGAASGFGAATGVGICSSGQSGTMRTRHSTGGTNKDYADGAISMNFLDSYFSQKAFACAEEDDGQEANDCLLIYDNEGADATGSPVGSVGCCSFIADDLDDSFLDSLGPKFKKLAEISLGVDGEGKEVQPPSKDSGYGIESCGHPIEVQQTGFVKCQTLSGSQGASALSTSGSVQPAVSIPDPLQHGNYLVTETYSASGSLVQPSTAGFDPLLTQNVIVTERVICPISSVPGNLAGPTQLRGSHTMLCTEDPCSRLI
PKA-R1A activ = activates the PKA-R1A holoenzyme complex | P00514+P68181 | PKA-R1A dissociation, Cy5-IP20 fluorescence polarization; scaled: DMSO 0%, 113 µM cGMP 100% | activation, % at 11.4 µM | 0.083% of 340,000 active;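 active = percent activation above the mean of all tested compounds plus 3 SD, cut at about 19% in these data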;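 also: higher means more PKAc released from R1A so a rise in polarization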
MOR-DOR ag = OPRM1-OPRD1 heterodimerization agonism. 0.3% of 340,000 active. AID 504326. activation, % at 9.3 µM. cells, luminescence; in the data active = activation above about 18%;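 also: 0% = vehicle-treated cells and 100% = reference agonist; values of inactives mirror those of a sister screen read the other way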
PfHsp90 set2 = reduces growth (ATP signal) of yeast expressing P. falciparum Hsp90; AID 504621; S. cerevisiae expressing PfHsp90, BacTiter-Glo ATP, 48 h; yeast lacking PDR1 and PDR3 efflux regulators; inhibition, % at 9.4 µM; 0.32% of 310,000 active;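 active = every replicate shows inhibition above about 80%, whatever the replicate mean, limit read from the data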;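 also: 0% = DMSO neutral controls and 100% = 20 µM radicicol positive controls; yeast relying on Plasmodium falciparum Hsp90 in place of its own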
SUMO Mot1 rescue = inhibitors of SUMOylation pathway: yeast Mot1-301 growth rescue. S. cerevisiae Mot1-301 growth rescue, ATP luminescence, 38.5C; percent above DMSO median, 100 means doubled. growth rescue, % at 18.8 µM. 1% of 320,000 active. AID 2716;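 active = every valid replicate shows activation above 250% relative to neutral control wells; inactive = the rest, any valid replicate at or below 250%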;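 also: OY570 slx delta 5 strain wells were the positive control but not used for scaling; some compounds called inactive have numbers as strong as hits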
Ecoli viability = reduces bacterial viability in AddAB counter-screen; E. coli V3065 growth, OD600 absorbance, 18 h; 0.27% of 330,000 active; inhibition, % at 11.9 µM; AID 449728;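 active = inhibition above the campaign's mean inhibition across all tested compounds plus 3 SD, cut at about 9.9% in these data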;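 also: uninfected addAB+ strain grown without phage in ampicillin broth; 0% = DMSO wells and 100% = ciprofloxacin 0.95 µg/ml wells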
phage Ecoli inh = E. coli growth loss with phage present; inhibition, % at 11.9 µM; 0.26% of 360,000 active; growth absorbance; in the data active = inhibition above about 11%
AddAB inh = less growth of phage-infected E. coli with AddAB | E. coli expressing H. pylori AddAB, absorbance growth | inhibition, % at 11.9 µM | 0.29% of 330,000 active; in the data active = inhibition above about 12%;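 also: 0% = vehicle wells of infected cells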
HTR5A inv ag = HTR5A inverse agonism, opioid heterodimer counter-screen; HTR5A cell line, luminescence; 0.083% of 340,000 active; inhibition, % at 9.3 µM; P47898; in the data active = inhibition mostly above about 23%, no sharp cut-off; inactive = mostly below about 18%;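 also: 0% = cells with DMSO and 100% = no-cell wells with DMSO; some compounds called inactive have numbers as strong as hits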
* = called active by the depositor; i = inactive; x = no result given.

Under each structure – OPRM1-OPRD1 inv, HTR5A ag ctr, DSG3 Ab inh, PKA-R1A activ, MOR-DOR ag, PfHsp90 set2, SUMO Mot1 rescue, Ecoli viability, phage Ecoli inh, AddAB inh, HTR5A inv ag
Cc1cnc(NC(=O)c2nn(C)cc2[N+](=O)[O-])s1
  -10, -1, 93, 5, 1.9, -22, x, x, 1.6, x, 8
Cc1ccc(N2C(=O)C3NN=C(C(=O)OCc4ccccc4)C3C2=O)c(C)c1 (stereo unspecified)
  5, -5, 100, -3, -1.0, 1, 7, -1.2, 1.7, 4.3, 12
O=C(O)c1ccc(CN2C(=O)CSC2=S)cc1
  20, 2, 100, 9, -3.4, x, -28, 1.3, 0.5, 3.8, 23
COc1cc(C#Cc2ccc3cc(CCCO)oc(=O)c3c2)cc(OC)c1
  0, 11, 103, 3, 0.0, -5, 5, -2.5, 2.5, -0.3, -31
CCOC(=O)C1=C(C)NC(=O)NC1c1ccc2c(c1)OCCO2 (stereo unspecified)
  -3, 4, 100, 6, 0.5, -18, -5, -2.1, 1.6, 1.5, -10
CCC(C)Nc1nc(SC(C(C)=O)C(C)=O)nc(N(C)C)n1 (stereo unspecified)
  -20, 11, 104, -5, 4.8, -16, i, -0.7, -1.2, 3.1, 10
Cn1cc(S(=O)(=O)CC(=O)Nc2ccc3c(c2)OCCO3)c2ccccc21
  -12, -2, 104, -12, 2.2, 8, 106, 1.4, 0.4, 1.8, -10
COC(=O)c1ccc(O)c(Sc2cc(C(=O)OC)ccc2O)c1
  13, -3, 89, -3, -2.6, -28, 2, 3.6, 3.5, 4.6, 8
COC(=O)C1(C)NC(c2ccc(O)cc2)C2C(=O)N(c3ccc(C)cc3)C(=O)C21 (stereo unspecified)
  -3, -4, 100, 15, 0.7, -1, 0, -3.0, -0.7, -2.0, 15
CCOC(=O)[C@H]1[C@H]2COc3ccc(Cl)cc3[C@@H]2N2C(=O)c3cc(C)ccc3NC(=O)[C@@]12C
  12, 4, 100, -11, -2.1, 4, 36, -1.0, 3.5, 5.3, -13

Further results
Under each structure – OPRM1-OPRD1 inv, HTR5A ag ctr, DSG3 Ab inh, PKA-R1A activ, MOR-DOR ag, PfHsp90 set2, SUMO Mot1 rescue, Ecoli viability, phage Ecoli inh, AddAB inh, HTR5A inv ag
C/C(=N\NC(=O)c1nnn(-c2nonc2N)c1CSc1ccc(C)cc1)c1ccco1
  14, 4, 95, -15, -2.6, 1, 12, 2.1, 1.0, 1.0, -16
Cc1ccc(C(=O)C2CCN(S(=O)(=O)c3ccc(C(=O)O)cc3)CC2)cc1
  14, -1, 113, 2, -2.6, 12, 5, -0.3, -3.9, 3.4, -5
Cc1cc(C(=O)NNC(=S)NC(C)c2ccccc2)cs1 (stereo unspecified)
  9, 2, 128, 3, -1.6, -8, -18, -1.1, 1.6, 1.3, 17
CC(C)Cc1ccc(CN2CCCC(NC(=O)CCCN3CCCC3=O)C2)cc1 (stereo unspecified)
  -7, -2, 99, -7, 1.3, 25, 5, -1.8, 0.9, 3.1, 6
CN(CCNC(=O)C1(O)c2ccccc2NC(=O)N1c1ccccc1)Cc1ccccc1 (stereo unspecified)
  -13, -4, 99, -6, 2.4, x, 29, -2.0, 2.9, 2.8, 12
Cc1cc(-c2csc(NCc3ccccc3)n2)c(C)n1C
  1, -2, x, -2, -0.2, -13, x, x, x, x, 19
c1coc(CNc2ncnc3c2oc2ccccc23)c1
  -16, -2, 83, -4, 2.6, 24, 16, 0.9, -1.2, 1.4, 4
COC(=O)c1c(-c2ccccc2)csc1NC(=O)c1ccco1
  -35, 6, 98, -7, 6.2, 3, 29, 0.4, -0.4, -0.1, -16
COC(=O)c1ccc(OCC(=O)NCCC2=CCCCC2)c(OC)c1
  10, -3, 107, 1, -2.5, -29, -6, 1.3, 2.9, 1.0, -6
O=C(CSc1nnc(CNC(=O)c2ccccc2)o1)NCc1ccccc1
  -13, 3, 105, 0, 2.5, 15, -16, -0.3, 0.4, 0.7, 6

Next part:
Under each structure – OPRM1-OPRD1 inv, HTR5A ag ctr, DSG3 Ab inh, PKA-R1A activ, MOR-DOR ag, PfHsp90 set2, SUMO Mot1 rescue, Ecoli viability, phage Ecoli inh, AddAB inh, HTR5A inv ag
O=S(=O)(NCc1ccc2c(c1)OCO2)c1ccccc1F
  16, 5, 104, -2, -3.4, 5, 14, 0.9, 0.2, 3.7, -19
Cc1cc(C)cc(C(=O)N2CC(C)OC(C)C2)c1 (stereo unspecified)
  -8, -1, 100, -3, 1.7, x, 11, -0.2, 1.1, 1.9, 3
COc1ccc(C2(c3ccc(OC)cc3)NC(=O)N(CC(=O)Nc3ccc(OC)c(OC)c3)C2=O)cc1
  12, 4, 98, 2, -2.2, -17, 172, -0.2, 1.4, 1.9, -12
O=c1[nH]c(C2CCN(S(=O)(=O)c3ccc(S(=O)(=O)NC4CC4)cc3)CC2)nc2c1nnn2Cc1ccccc1
  17, -1, 101, -1, -3.1, -67, 240, 0.6, 2.3, 3.3, -9
COc1ccc2sc(-c3ccc(S(C)(=O)=O)cc3)c(-c3ccc4c(c3)OCCO4)c2c1
  13, -7, 99, 0, -2.8, -23, -18, -0.7, 0.8, 0.9, 3
CN(C)S(=O)(=O)c1cccc(NC(=O)CCNC(=O)c2ccccc2Cl)c1
  13, 0, 98, -15, -2.6, 10, 5, -1.5, 1.6, 1.1, 1
COC(=O)c1cc(Cl)c(NC(=O)/C=C/c2ccc(Cl)cc2Cl)cc1OC
  12, -1, 99, -13, -2.4, -10, 0, 1.6, 4.1, 0.9, 10
Cc1onc(-c2ccccc2)c1CNC(=O)Nc1cccc(Cl)c1
  -19, 6, x, -3, 3.8, -5, 97, -0.3, 5.1, 2.8, -15
COc1ccc(NC(=O)c2oc3ccc(S(=O)(=O)N4CCOCC4)cc3c2C)c(OC)c1
  -1, 2, 106, -3, 0.1, 17, x, x, -0.4, x, -8
O=[N+]([O-])c1ccc2nc(-c3cccnc3)[nH]c2c1
  -10, 1, 116, -8, 1.9, -8, 5, 2.8, 1.9, 5.2, 7

Next compounds follow:
Under each structure – OPRM1-OPRD1 inv, HTR5A ag ctr, DSG3 Ab inh, PKA-R1A activ, MOR-DOR ag, PfHsp90 set2, SUMO Mot1 rescue, Ecoli viability, phage Ecoli inh, AddAB inh, HTR5A inv ag
CC(C)NC(=O)C1(N2C(=O)c3ccccc3C2=O)CCCC1
  5, 0, 121, -10, -1.0, 0, x, x, 1.6, x, 0
CCOC(=O)c1ccc(NC(=O)CC2C(=O)OCCN2CC)cc1 (stereo unspecified)
  15, -4, 107, -6, -3.1, 108*, 181, -0.5, 5.1, 0.2, 12
CCOc1ccc(Nc2nc3c(C)cccc3cc2C#N)cc1
  4, 3, 118, -8, -0.7, -16, 0, 1.1, 2.2, -0.1, -14
CCOC(=O)c1nnn(-c2nn3nnnc3c3ccccc23)c1C
  8, 2, 94, 7, -1.4, x, x, -0.1, 2.8, 1.8, -9
Cc1cc2c(cc1S(=O)(=O)C(C)CC(=O)NCc1ccco1)OCC(=O)N2 (stereo unspecified)
  10, 7, x, -11, -1.9, 6, 44, -1.1, 3.1, 3.7, 6
COCCn1c(SCC(=O)Nc2ccc(C)cc2)nc2c(oc3ccccc32)c1=O
  8, -4, 128, -10, -1.5, 28, 9, -2.2, 1.6, 2.8, 5
O=C(CCNC(=O)c1ccccc1Cl)Nc1cccc(S(=O)(=O)N2CCCC2)c1
  -5, -2, x, -5, 1.2, -9, 0, 3.7, 0.8, 2.6, 6
COC(=O)CCN(C(=O)c1ccc(N2CCCC2)c([N+](=O)[O-])c1)c1ccccn1
  11, -2, 103, 3, -2.1, -6, -3, -1.2, 1.8, 0.1, 3
CCCn1c(SCc2ccon2)nc2ccccc2c1=O
  18, -2, 84, -1, -3.1, -5, x, -0.9, 2.4, 1.6, 5
O=C(CC1C(=O)NCCN1Cc1ccc(-c2ccccc2)cc1)NCCc1ccccn1 (stereo unspecified)
  10, -1, 101, -4, -1.9, 0, 130, 1.5, 0.5, 2.6, 2

Additional records
Under each structure – OPRM1-OPRD1 inv, HTR5A ag ctr, DSG3 Ab inh, PKA-R1A activ, MOR-DOR ag, PfHsp90 set2, SUMO Mot1 rescue, Ecoli viability, phage Ecoli inh, AddAB inh, HTR5A inv ag
Cc1ccnc(N2CCC(C(=O)NNC(=O)COc3cccc4ccccc34)CC2)n1
  6, -2, 101, 3, -0.9, -14, -13, -1.0, -0.7, 3.8, 3
CC(=O)c1ccc2c3c(cccc13)CC2
  3, 1, 100, -1, -0.6, -23, -26, -2.5, 0.2, 0.1, -13
C=C(C)Cn1cnc2c(oc3nc4c(cc32)CCCC4)c1=O
  10, 0, 111, 0, -1.8, -3, 10, 2.3, 2.5, 1.3, -5
CN1CC(=O)N2Cc3[nH]c4ccccc4c3C[C@H]2C1=O
  7, 3, 100, 7, -1.5, 0, -2, -3.8, 1.5, -2.4, -11
O=[N+]([O-])c1ccc(CSc2ccccn2)cc1
  -9, 5, 100, 1, 1.9, -38, 80, 0.2, 2.2, 0.7, -16
Cc1ccc(S(N)(=O)=O)c(C)c1N1CCCC1=O
  13, -2, 95, -5, -2.5, -1, x, -0.1, 2.7, 1.5, 5
Cc1ccc(C2C(C(=O)c3sc(C)nc3C)=C(O)C(=O)N2CCN(C)C)o1 (stereo unspecified)
  4, 10, 98, 10, -0.6, -3, 3, 0.1, 1.4, -0.1, -27
CC(C)c1cc(CN2CCN(C3CCCC3)C(CCO)C2)[nH]n1 (stereo unspecified)
  -2, -5, 112, -3, 0.3, 0, -9, 0.9, 3.1, -0.3, 12
O=C(Cc1ccccc1)Nc1nonc1NC(=O)c1ccccc1
  2, 1, 100, 12, -0.4, 9, -6, 2.2, 1.8, 0.9, -6
COc1ccccc1NC(=O)N1CCCC1C(=O)Nc1ccc2c(c1)OCCO2 (stereo unspecified)
  -3, 5, 93, -1, 0.5, -22, -5, 0.9, 5.0, 1.6, -15

More results follow:
Under each structure – OPRM1-OPRD1 inv, HTR5A ag ctr, DSG3 Ab inh, PKA-R1A activ, MOR-DOR ag, PfHsp90 set2, SUMO Mot1 rescue, Ecoli viability, phage Ecoli inh, AddAB inh, HTR5A inv ag
COc1ccc(S(=O)(=O)N2CCC(Cc3ccccc3)CC2)cc1NC(C)=O
  20, -2, 101, -7, -4.4, 19, 7, 1.2, 2.6, 4.7, 6
NS(=O)(=O)c1ccc(CCNC(=O)Cc2cccs2)cc1
  1, 2, 112, 0, -0.1, -19, 106, -2.2, 1.9, -2.2, -8
NS(=O)(=O)c1ccc(CNC(=O)c2ccccc2SCC(=O)N2CCCC2)cc1
  19, -1, 104, -7, -4.0, 3, 31, 3.2, 0.9, 7.1, 14
CC(=O)Nc1ccc(S(=O)(=O)N2CCCc3ccccc32)cc1
  10, 3, 102, -1, -1.9, 9, 1, 0.4, -0.2, 0.3, -21
